Bioassay records deposited in PubChem by The Scripps Research Institute Molecular Screening Center.
PG9 Ab binder: binders of HIV-1 gp120 antibody PG9, primary screen, biochemical, TR-FRET | HIV-1 gp120 / PG9 antibody interaction | TR-FRET gp120-PG9 antibody binding | inhibition, % at 6.7 µM | AID 624416, 2012 | actives 0.43% (n = 360,000); in the data active means inhibition above about 8.5%
DDE Tn7 FP inh: inhibitors of Tn7 peptide binding to fibrin DD(E), primary screen, biochemical, fluorescence polarization, human fibrin, Tn7 probe; actives 0.13% (n = 370,000); FP displacement of FITC-Tn7 peptide from fibrin DD(E); 0% = median of compound wells per plate; inhibition, % at 8.3 µM; Fibrinogen beta chain (Homo sapiens), P02675;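 active means inhibition above the mean of compounds falling within the control limits plus 3 SD of them, cut at about 14% in these data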;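 further: 0% = plate median of compound wells and 100% = 10 µM Aha-Tn7 peptide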
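Test system – human fibrin DD(E) · Times – 10 min preincubation, 3 h with tracer, room temperature · Detection – fluorescence polarization of the labelled Tn7 tracer · Measure – percent inhibition normalized to high-control wells · Benchmarks – high control wells with 10 µM unlabelled Aha-Tn7 peptide (full inhibition) · Repeats – singlicate testing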
PRMT1 inh: PRMT1 methyltransferase inhibitors, primary screen, biochemical, fluorescence polarization; inhibition, % at 2.79 µM; AID 652257, 2013; actives 1.3% (n = 370,000); recombinant PRMT1, activity-based probe fluorescence polarization;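 active means inhibition above about 21% made by adding two undisclosed values, limit read from the data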
TDP2 inh: human TDP2 enzyme inhibitors, primary screen, biochemical, epi absorbance, recombinant enzyme | Tyrosyl-DNA phosphodiesterase 2 (Homo sapiens), O95551 | T5PNP hydrolysis, p-nitrophenol absorbance 415 nm | inhibition, % at 12.8 µM | actives 0.34% (n = 370,000);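 active means inhibition above the mean of all tested compounds plus 3 SD, set per campaign, cut at about 25% in these data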;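 further: 0% = DMSO with enzyme and 100% = buffer with substrate but no TDP2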
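System – recombinant human TDP2 · Quantity – TDP2 enzyme at 120 nM final · Doses – single concentration, 12.8 µM nominal, with 1% DMSO · Incubation – 2 h at 37 °C · Measured by – epi absorbance of p-nitrophenol freed from T5PNP by hydrolysis · Read-out – % inhibition relative to enzyme-containing and enzyme-free wells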
HTRA1 inh: HTRA1 serine protease inhibitors, primary screen, biochemical, fluorescence polarization, HTS. recombinant HTRA1, FP-rhodamine activity-based probe. AID 504803, 2011. actives 0.5% (n = 340,000). inhibition, % at 5.96 µM. Q92743; in the data active means inhibition above about 36%;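 further: 0% = enzyme with DMSO and 100% = wells lacking enzyme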
Target sequence (Q92743 whole entry, looked up): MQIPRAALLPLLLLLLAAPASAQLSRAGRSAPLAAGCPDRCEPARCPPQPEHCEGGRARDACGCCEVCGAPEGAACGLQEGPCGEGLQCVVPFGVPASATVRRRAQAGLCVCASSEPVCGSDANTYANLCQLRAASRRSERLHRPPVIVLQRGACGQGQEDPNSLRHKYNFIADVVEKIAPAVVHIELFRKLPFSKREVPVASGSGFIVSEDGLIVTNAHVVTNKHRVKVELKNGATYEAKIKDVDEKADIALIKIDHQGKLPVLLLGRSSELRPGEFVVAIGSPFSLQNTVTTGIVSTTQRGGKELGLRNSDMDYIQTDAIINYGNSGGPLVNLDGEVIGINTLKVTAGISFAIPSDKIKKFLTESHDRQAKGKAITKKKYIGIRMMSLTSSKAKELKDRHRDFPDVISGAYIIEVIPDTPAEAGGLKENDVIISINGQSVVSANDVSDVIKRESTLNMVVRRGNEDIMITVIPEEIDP
ABHD4 inh: ABHD4 inhibitors, primary screen, biochemical, fluorescence polarization, mouse; (Lyso)-N-acylphosphatidylethanolamine lipase (Mus musculus), Q8VD66; purified mABHD4, FP-Rh probe fluorescence polarization; inhibition, % at 8.92 µM; actives 0.54% (n = 370,000); AID 720543, 2013;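 active means inhibition exceeding the mean over every tested compound plus 3 SD, cut at about 30% in these data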;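 further: 0% = plate median of compound wells and 100% = S159A mutant with DMSO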
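System: mouse ABHD4 enzyme, wild type / Medium: HEPES pH 7.0, NaCl, Pluronic buffer / Reagent: FP-Rh activity-based fluorescent probe / Control set: S159A mutant high control, sample median low control / Detection: fluorescence polarization with parallel and perpendicular emission, 525/598 nm / Schedule: 45 min + 60 min at 25 °C / Compound dosing: 8.92 µM, single dose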
SIAE primary: human SIAE inhibitors, primary screen, biochemical, fluorescence polarization, FP-Rh probe, 1536-well HTS; inhibition, % at 9.66 µM; Sialate O-acetylesterase (Homo sapiens), Q9HAT2; actives 0.69% (n = 370,000); SIAE FP-Rh probe binding; AID 1053197, 2014;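 active means inhibition above a cutoff: mean of compounds within the control limits plus 3 SD of those, cut at about 17% in these data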;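 further: 0% = plate median of compound wells and 100% = probe without SIAE protein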
Target sequence (Q9HAT2 whole entry, looked up): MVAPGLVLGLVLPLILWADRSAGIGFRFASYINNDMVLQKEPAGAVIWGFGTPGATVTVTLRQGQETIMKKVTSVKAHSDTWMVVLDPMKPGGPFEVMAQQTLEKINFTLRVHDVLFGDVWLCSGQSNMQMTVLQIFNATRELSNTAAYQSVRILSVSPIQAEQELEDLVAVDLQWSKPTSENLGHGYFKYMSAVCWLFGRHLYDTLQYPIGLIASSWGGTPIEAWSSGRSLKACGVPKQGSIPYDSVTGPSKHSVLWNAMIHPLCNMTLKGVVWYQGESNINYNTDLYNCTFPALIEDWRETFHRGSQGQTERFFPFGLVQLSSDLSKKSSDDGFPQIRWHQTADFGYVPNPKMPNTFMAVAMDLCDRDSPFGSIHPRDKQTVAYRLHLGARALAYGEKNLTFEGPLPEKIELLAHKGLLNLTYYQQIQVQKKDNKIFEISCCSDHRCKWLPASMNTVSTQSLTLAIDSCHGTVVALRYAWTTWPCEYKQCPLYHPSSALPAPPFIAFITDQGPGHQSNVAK
LEDGF integ inh: blockers of LEDGF/p75-dependent integrase strand transfer – biochemical, TR-FRET, high throughput, primary screen | HIV-1 integrase (with human LEDGF/p75) | TR-FRET IN-LEDGF/p75 DNA integration, Eu/Cy5 | inhibition, % at 3.7 µM | actives 0.64% (n = 370,000) | AID 743269, 2014;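 active means inhibition above the screen-wide mean plus 3 SD, cut at about 13% in these data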;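 further: signal is the Cy5 over europium emission ratio at 671 and 618 nm; 0% = plate median of compound wells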
UHRF1 binding: UHRF1 methylated DNA binding inhibitors, primary screen, counter-screen for MBD2 inhibitor project, biochemical, TR-FRET, human UHRF1, single concentration | E3 ubiquitin-protein ligase UHRF1 (Homo sapiens), Q96T88 | UHRF1 binding to methylated oligo | inhibition, % at 4.4 µM | actives 0.75% (n = 370,000) | AID 687016, 2013; in the data active means inhibition above about 21%;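 further: UHRF1 SRA domain binding a hemimethylated CpG hairpin DNA probe; 0% = median of test compound wells and 100% = reference inhibitor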
TCR CD3 inh: inhibitors of human TCR-CD3 interaction, primary screen, biochemical, fluorescence, TAMRA-labeled TCR probe. actives 0.37% (n = 360,000). inhibition, % at 9.4 µM. T-cell receptor (TCR); in the data active means inhibition above about 19%;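 further: recombinant mutant TCR 2C K166C tagged with TAMRA read by polarization; 0% = receptor in buffer alone and 100% = receptor with positive control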
Starred values were filed as active, the others as inactive; . = not tested or not shown; & = joins results of further samples. No enrichment for hits. Share with any hit: about 4.2%.

SMILES	PG9 Ab binder	DDE Tn7 FP inh	PRMT1 inh	TDP2 inh	HTRA1 inh	ABHD4 inh	SIAE primary	LEDGF integ inh	UHRF1 binding	TCR CD3 inh
CCOc1ccc(S(=O)(=O)N(C)CC(=O)NCc2ccc3c(c2)OCO3)cc1	0.3	3	0	8	2	4	0	0	-2	3
Cc1nn(Cc2c(F)c(F)c(F)c(F)c2F)c(C)c1NC(=O)c1c([N+](=O)[O-])c(C)nn1C	0.1	-1	-2	-3	3	-4	1	-8	2	12
CCOCCn1ccc2c(OCC(=O)Nc3cc(OC)ccc3OC)cccc2c1=O	1.0	-8	1	1	-2	-3	-6	-1	-1	-5
CC(C)(C)SCCNC(=O)CN(c1ccc(F)cc1)S(C)(=O)=O	1.2	-1	0	-15	5	-5	2	5	0	2
CCNC(=S)Nc1ccccc1-c1ccccc1	0.7	9	1	-2	-1	-1	14	-6	4	-3
O=c1c2c(-c3ccccc3)csc2ncn1/N=C/c1cccc([N+](=O)[O-])c1O	0.7	-4	1	6	3	14	1	4	-4	29*
COc1ccc(OC)c(S(=O)(=O)NC(=O)C2(C)CCN2C(=O)Cc2ccccc2Cl)c1 (centres undefined)	0.7	4	-2	0	.	4	-2	0	0	3
COc1ccc(NC(=O)Nn2cnnc2)cc1OC	-2.8	-4	-3	7	3	13	6	-3	1	-9
O=C(CSc1n[nH]c(-c2ccccc2)n1)Nc1ncccn1	-0.9	1	-2	7	-1	2	-2	1	-1	3
COc1ccc(NC(=O)CSCC(=O)N2c3ccccc3CCc3ccccc32)cc1	0.0	-3	0	-7	-16	-3	-5	-3	-2	5
CC1(NC(=S)N(CCO)CCO)CCS(=O)(=O)C1 (centres undefined)	-1.6	-4	0	8	3	6	-1	-1	0	-1
CCc1nnc(NC(=O)CSc2nc(C)nc3c2c(=O)n(C)c(=O)n3C)s1	-0.3	5	-3	11	1	4	-1	-3	-2	7
CCCn1c(SCC(=O)Nc2ccccc2C(=O)OC)nc2c1c(=O)n(C)c(=O)n2C	0.2	0	-2	4	0	4	5	0	-1	3
Cc1ccc(S(=O)(=O)N2CCCN(C(=O)CNC(=O)c3ccccc3)CC2)cc1	-1.1	-8	0	-3	-5	1	3	2	-3	-2
C/C(=N\N=C1\NC(=O)CS1)c1cccs1	0.8	-4	-1	-22	-1	2	-5	1	3	0
Cn1cc(CN2CCN(c3ncccn3)CC2)c(-c2cccc(Cl)c2)n1	0.0	4	-4	-10	0	-8	1	4	3	0
COC(=O)c1cccc(N(C(=O)CNC(=O)c2cccs2)C(C(=O)NCC2CCCO2)c2ccc(OC)c(OC)c2)c1 (centres undefined)	-3.0	0	-3	4	5	-1	3	5	3	-1
COC(=O)c1ccc(Cn2c(O)c(N=O)c3ccccc32)o1	-1.2	-3	0	-19	-20	-20	-32	0	-1	-8
O=C(Nc1ccc(Cl)c(S(=O)(=O)N2CCOCC2)c1)C1CCC1	2.4	-5	6	-3	0	-8	-6	5	5	-5
CCc1ccc(OCC(=O)NNC(=O)c2cc3ccccc3o2)cc1	-1.5	-6	-1	-5	3	1	3	3	-1	-1
COc1ccc(-n2nnnc2SCC(=O)c2ccc(O)c(O)c2)cc1	-2.4	-7	-2	-7	46*	24	4	-3	-1	18
COc1ccc(-c2cc3c(c4c2ccn4C)C2CCC3C2)cc1F (centres undefined)	-0.3	0	0	-7	.	19	6	-1	1	2
COc1cc(OC)cc(C(=O)N[C@H](C(=O)NCc2ccc(F)cc2)C(C)C)c1	-1.1	4	6	-5	-6	-1	0	-1	-1	-3
COCCNC(=S)N1CCc2cc(OC)c(OC)cc2C1COc1ccc(C(C)C)cc1 (centres undefined)	-3.3	-4	-1	-1	-21	-7	1	3	4	-2
O=C(Nc1ccn(Cc2ccccc2)n1)c1n[nH]c([N+](=O)[O-])c1Cl	-0.3	8	1	5	-9	-3	-25	-4	-1	-2

New compounds follow:
SMILES	PG9 Ab binder	DDE Tn7 FP inh	PRMT1 inh	TDP2 inh	HTRA1 inh	ABHD4 inh	SIAE primary	LEDGF integ inh	UHRF1 binding	TCR CD3 inh
Brc1cccc(CN2CCN(c3ncccn3)CC2)c1	-1.0	0	-3	20	-6	3	3	0	0	2
N#C/C(=N\Nc1cccc([N+](=O)[O-])c1)C(=O)c1ccc(Br)cc1	-0.2	2	6	0	-20	14	-6	-1	-1	-6
CN(c1ccc(C(=O)NCc2cccnc2)cc1)S(=O)(=O)c1ccc(Cl)cc1	-2.0	-3	-8	-1	4	-1	-10	2	-3	6
CCCCNc1c(-c2ccc(SC3CCCCC3)c(OC)c2)nc2ccc(C)cn12	4.2&5.4	-2&-1	4&2	2&7	-11	29&21	10&11	-1&-3	2&-1	2&6
COCCN(CCOC)C(=O)CCn1c(=O)oc2ccccc21	-0.2	-1	-2	8	7	-2	0	1	4	6
Cc1nn(Cc2ccccc2Cl)c(Cl)c1C(=O)NCCc1ccccc1	-0.5	5	-2	3	-3	-7	0	0	-4	4
O=C(NCC(=O)N1CCCCC1)c1ccc(Br)o1	-1.1	3	-3	3	-1	2	4	-3	1	4
COCCn1c(C)cc(C(=O)COC(=O)c2ccc[nH]c2=O)c1C	-3.6	-5	-2	-11	6	5	3	1	1	0
CCOC(=O)C1(CCCc2ccccc2)CCN(C(=O)c2n[nH]c(CC)c2C)CC1	-1.1	2	5	-1	-10	1	10	1	2	6
Brc1cc2c(cc1Br)OCCOCCOCCOCCO2	2.0	7	2	-3	2	0	-6	-2	3	5
Cc1cc(C)nc(NS(=O)(=O)c2ccc(NC(=O)C3(c4ccc([N+](=O)[O-])cc4)CCCC3)cc2)n1	0.7	6	-1	16	-12	-9	-6	2	2	-2
CN(C)C(=S)NC(=O)c1cccc(Cl)c1	0.3	-6	0	-17	2	2	-1	4	6	-3
O=C(c1ccco1)N(Cc1cc2ccccc2[nH]c1=O)C1CCCCC1	0.2	5	1	-3	-5	-3	-1	1	0	2
CCC(C)(C)NC(=O)C(c1ccc(OC)cc1)N(Cc1ccc(OC)cc1)C(=O)CCC(=O)Nc1cc(C)on1 (centres undefined)	3.6	-6	2	8	-1	-6	8	0	2	-4
O=C(O)CCc1ccc(-c2ccc(F)cc2)n1CC1CCCO1 (centres undefined)	-0.8	-6	3	3	6	8	4	-3	-2	0
CCCCCCCCN1C(=O)[C@H](CC(=O)NCc2ccccc2)C[C@@]2(C(=O)OC)CCCCC=C12	2.5	-9	-1	-13	.	-7	-4	4	0	5
CCOc1cc(/C=N/NC(=O)c2c(-c3ccccc3)noc2C)ccc1O	-1.4	1	-2	0	5	-2	10	1	-2	6
Cc1coc2c(C)c3oc(=O)c(CCC(=O)N4C[C@H]5C[C@@H](C4)c4cccc(=O)n4C5)c(C)c3cc12	1.8	-1	-1	1	-6	-5	1	0	-3	-1
COc1ccc(OC)c(C2C3=C(N=C4SCC(=O)N42)c2ccccc2CC3)c1 (centres undefined)	0.3	-3	20	0	-18	1	-7	2	-1	-5
CC(=O)/C(=C/c1ccc(N(C)C)cc1)C(=O)c1ccccc1	-3.3	-4	-2	3	4	-1	-4	3	-4	2
CC(C)COc1ccc(-c2csc(N3CCC(C(N)=O)CC3)n2)cc1	.	6	-2	-7	.	5	-1	1	-1	.
O=C(Cn1c(=O)sc2ccccc21)NCc1ccco1	2.1	-3	2	8	9	-1	-2	3	-1	-1
O=C(CNC(=O)N1CC(=O)Nc2ccccc21)NCCCc1ccccc1	-1.4	-4	1	0	-3	4	-4	-3	1	-6
COCCNC(=O)c1ccc2c3n(nc2c1)-c1ccc(Cl)cc1CO3	-0.7	4	0	3	-5	4	4	-2	-8	1
CCN(CC)S(=O)(=O)c1ccc(N2CCOCC2)c(NC(=O)c2cnccn2)c1	-2.5	-1	-1	8	-15	7	-4	0	-1	0

Continued.
SMILES	PG9 Ab binder	DDE Tn7 FP inh	PRMT1 inh	TDP2 inh	HTRA1 inh	ABHD4 inh	SIAE primary	LEDGF integ inh	UHRF1 binding	TCR CD3 inh
c1ccc(Cn2nnc3c(NCc4ccc5c(c4)OCO5)nc(C4CC4)nc32)cc1	-1.1	-3	2	-6	-6	-6	-6	-2	-1	-4
N#C/C(=C\N1CCOCC1)c1ccccc1	-3.2	-1	-3	-34	-1	-5	-2	1	-1	-5
O=[N+]([O-])c1ccccc1CNC1CCCc2ccccc21 (centres undefined)	-2.2	-1	-4	6	-10	8	1	4	1	-4
O=C(c1cccs1)N1CCCC(N2CCN(c3cccc(C(F)(F)F)c3)CC2)C1 (centres undefined)	-0.8	-1	2	3	-8	3	7	-2	1	-5
Nc1nc(COC(=O)C2CCN(C(=O)c3ccc(Cl)cc3)CC2)nc(Nc2ccccc2)n1	1.3	0	-1	-15	-12	-2	-2	-1	2	5
O=C(COC(=O)c1cc(S(=O)(=O)N2CCOCC2)c(Cl)cc1Cl)NCc1ccco1	0.9	3	3	-6	-1	1	1	-2	-3	6
O=c1c2ccccc2c(C=Nc2cccc(S(=O)(=O)NCc3ccco3)c2)c(O)n1-c1ccc(Cl)cn1	1.7	-2	3	-8	-7	7	-19	1	-1	-5
O=C(Nc1ccc(NC(=O)c2ccccc2Cl)c(Cl)c1)c1ccccn1	.	-7	0	1	.	-3	-5	3	1	.
Cc1nnc(NC(=O)CCC(=O)NCc2ccco2)s1	1.7	-1	3	4	2	-7	2	2	-2	-5
CSc1ccccc1C(=O)N1CCC(CCC(=O)NC2CC2)CC1	1.8	1	3	-17	-1	4	-4	0	2	-1
Cn1c(Cc2ccccc2)nnc1SCC(=O)N1CCCCC1	0.1	4	-2	13	4	-4	2	0	9	6
c1ccc(-c2csc(-n3cnnn3)n2)cc1	-1.8	-2	-1	6	-5	-1	0	-2	-3	1

Printed as active in HTRA1 inh (from the list above):
Structure,PG9 Ab binder,PRMT1 inh,TDP2 inh,HTRA1 inh,ABHD4 inh,SIAE primary,LEDGF integ inh,TCR CD3 inh
COc1ccc(-n2nnnc2SCC(=O)c2ccc(O)c(O)c2)cc1,-2.4,-2,-7,46*,24,4,-3,18
